AID inhibitor: Primary qHTS assay for inhibitors of Activation Induced Cytidine Deaminase (AID): AID signal. Single-stranded DNA cytosine deaminase (Homo sapiens), Q9GZX7. AID deamination FRET fluorescence, UDG-coupled, 4 h. Potency, µM (doses to about 115 µM), inactives show at the highest dose activity change, negative = inhibition, actives largely listed as inhibitors. 0.32% of 91,000 active. AID 1347428, 2020; note: nearly all actives have a fitted effect of over 25% in size
Target sequence (Q9GZX7 whole entry, looked up): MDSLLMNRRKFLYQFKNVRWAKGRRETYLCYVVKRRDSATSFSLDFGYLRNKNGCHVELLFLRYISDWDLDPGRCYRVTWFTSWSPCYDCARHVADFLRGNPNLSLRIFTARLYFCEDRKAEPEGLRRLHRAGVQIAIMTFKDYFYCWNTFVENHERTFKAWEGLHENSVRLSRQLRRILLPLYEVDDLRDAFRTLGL
UDG counterscr: Primary qHTS assay for inhibitors of Activation Induced Cytidine Deaminase (AID): UDG Counterscreen signal. Uracil-DNA glycosylase. FRET deamination/UDG coupled assay, UDG read, 4 h. Potency, µM (doses to about 115 µM), without a hit: at the top dose activity change, negative = inhibition, most hits filed as inhibitors. 0.14% of 91,000 active; note: nearly all actives have a fitted effect of over 65% in size
The depositor's hits bear a star; ? = inconclusive; [ ] = dose if it differs, or a comment. Calls come from the whole dose curve; as a rule, active = well fitted curve in the direction sought with a large enough effect; inconclusive = small, poorly fitted or top-dose-only effect, or another doubt; inactive = no such curve, though single readings can be large; an effect the other way counts as inactive or inconclusive. % is set by controls: 0 for no effect and ±100 for the full control effect; potency is the fitted concentration of half-maximal effect. These rows are one share of the data; rates above refer to the full screens.

SMILES	AID inhibitor	UDG counterscr
CCOc1ccccc1NC(=O)c1nc(-c2ccc(OC)cc2)n(-c2ccccc2)n1	-16%	-12%
COc1ccc(Nc2oc(-c3ccc(COc4cccc(C)c4)o3)nc2C#N)cc1	-12%	-10%
CCc1ccccc1NC(=O)c1nnn(-c2ccc(F)cc2)c1C	7%	28%
Cc1cccc(NC(=O)CSc2nc(C)c(Cc3ccccc3)c(=O)[nH]2)c1	-6%	2%
Cc1ccc(C)c(C(C)NC(=O)CC(C)(C(=O)O)c2ccccc2)c1 (stereo not drawn)	3%	-2%
CCOc1ccc(/C=C/C(=O)Oc2ccc(Br)cc2)cc1	-2%	11%
Cc1ccc(-c2ccc(/C=C/C(=O)c3ccc(Cl)cc3)o2)cc1Cl	-1%	-9%
Cc1ccc(NC(=O)c2c(C)oc3ccc(O)c(CN4CCOCC4)c23)c(C)c1	19%	0%
Nc1n[nH]c(CC(=O)N(Cc2ccccc2)C2(C(=O)Nc3ccccc3)CCCCC2)n1	-11%	-4%
COc1cc(/C(Cl)=N/O)cc(OC)c1OC	4%	-3%
Cc1oc2ncnc(N3CCCCC3)c2c1C(=O)N1CCN(c2cccc(Cl)c2)CC1	?	?
CCCn1c(-n2nc(C)c(C)c2C)nc2c1c(=O)n(CCN1CCCCC1)c(=O)n2C	4%	4%
Cc1nn(C)c(C)c1Nc1ccc(S(=O)(=O)NC(C)C)cc1[N+](=O)[O-]	0%	4%
CCOc1ccc(NC(=O)CCS(=O)(=O)c2ccc(Br)s2)cc1	12%	5%
N#Cc1nc(/C=C/c2ccc(F)cc2)oc1NCc1ccc2c(c1)OCO2	-1%	5%
O=C(O)c1nn(CC(=O)N2CCCCCCC2)c(=O)c2ccccc12	-8%	0%
CCN(CC(=O)Nc1ccccc1OC)C(=O)c1cc(=O)c2cc(C)ccc2o1	5%	-6%
COC(=O)c1ccc(COc2ccc3c(-c4ccc(F)cc4)noc3c2)cc1	0%	8%
CC(=O)NC1=NN(C(C)=O)C2(S1)C(=O)N(CCOc1ccccc1)c1c(Cl)cccc12 (stereo not drawn)	-1%	5%
CN(C)c1ccc(NC(=O)Cn2cc(S(=O)(=O)Cc3ccccc3Cl)c3ccccc32)cc1	181%[activator]	0%
O=C(CSc1nc2nccnc2c(=O)n1CCc1c[nH]c2ccccc12)Nc1ccccc1F	25%	6%
CC(C)CNC(=O)C1=CC(c2ccc3c(c2)OCO3)=NS(=O)(=O)N1C	-12%	-8%
CC(C)C(=O)NC(C)c1ccc2c(c1)CCCC2 (stereo not drawn)	-6%	-6%
Cn1c(SCc2ccc(C(F)(F)F)cc2)nc2c([nH]c3ccccc32)c1=O	-17%	-2%[57.5 µM]
COc1ccc(-c2cn3c(n2)sc2cc(C(=O)Nc4cc(OC)cc(OC)c4)ccc23)cc1	4%	-7%[57.5 µM]
COc1cc(/C=C/c2nc(C#N)c(N3CCN(C)CC3)o2)cc(OC)c1OC	3%	4%
O=C(Cn1c(=O)ccc2cc(S(=O)(=O)N3CCCC3)ccc21)Nc1ccccc1	4%	-6%
COCCNC(=O)CCCn1c(SCC(=O)Nc2ccc(F)cc2)nc2c(sc3ccccc32)c1=O	-2%	-10%
CC(NC(=O)CCc1ncc(-c2ccccc2Cl)o1)c1ccc(S(N)(=O)=O)cc1 (stereo not drawn)	-5%	-2%
Cc1cc(NC(=O)C(C)(C)C)cc(-c2nc3ncccc3o2)c1O	221%[activator]	7%
CCCNC(=O)Nc1cc(C(=O)NCc2cccc(OCC)c2)ccc1N1CCCC1	3%	-16%
COc1cccc(Nc2nc3ccccc3nc2NS(=O)(=O)c2cccs2)c1	?	1%
Cc1ccc(-c2cnc(CCC(=O)N3CCN(c4ccc([N+](=O)[O-])cc4)CC3)o2)cc1C	-8%	2%
Cc1nc(N2CCOCC2)c2c(C(=O)N3CCN(c4cccc(C(F)(F)F)c4)CC3)c(C)oc2n1	-21%	-10%
O=[N+]([O-])c1cccc2cn[nH]c12	1%	1%
Cc1ccccc1C(=O)N1CCC(c2nc(-c3ccc(S(=O)(=O)N4CCCC4)cc3)no2)CC1	4%	-8%
Cc1nc(N2CCCC2)ncc1C(=O)Nc1ccc(F)cc1F	-15%	0%
CCOc1ccc(N(CC)C(=O)C2CCN(S(=O)(=O)c3cccc4nonc34)CC2)cc1	14%	-8%
Cc1ccc(NC(=O)CSc2nnc(-c3cc4occc4n3C)n2-c2ccccc2C)c(Cl)c1	?	-3%
CC(C)n1ncc2c(C(=O)Nc3ccccc3F)c3c(nc21)CCC3	3%	2%
Cn1c(N2CCCCC2)nc2c1c(=O)n(Cc1cccc(Cl)c1)c(=O)n2C	-21%	-11%
O=C(O)c1ccc(NCc2ccc(Cl)cc2)cc1	6%	1%
COc1cc(Cl)c(NC(=O)CN(C)S(=O)(=O)c2ccc3c(c2)CCCC(=O)N3)c(OC)c1	8%	5%
CC(C)c1ccc(OCC(=O)N(Cc2ccc(N(C)C)cc2)C2CCS(=O)(=O)C2)cc1 (stereo not drawn)	?	-20%
O=C(Nc1ccccn1)c1ccc(C2SCCCS2)cc1	-4%	-8%
CC(C)N(Cc1ccccc1)c1ncnc2c1nnn2C	-7%	1%
O=C(Nc1ccccc1-c1ccccc1)c1cc(F)c(F)cc1Cl	9%	7%
N#Cc1ccc(-c2ccc(OCC(=O)NC34CC5CC(CC(C5)C3)C4)cc2)cc1	-7%	10%
COc1ccc([C@@H]2[C@@H](C(N)=O)C2(C#N)C#N)cc1	-4%	-6%
CC(C)c1nn2c(=O)cc(COC(=O)c3ccccc3NC(=O)c3cccs3)nc2s1	17%	1%

The list continues:
SMILES	AID inhibitor	UDG counterscr
CCc1ccc(N2CC(c3nnc(NC(=O)c4ccco4)s3)CC2=O)cc1 (stereo not drawn)	-8%	8%
O=C(CCc1ccccc1)Nc1ccc(Cl)c(C(F)(F)F)c1	-7%	0%
CCCCN(C)CC(O)Cn1cc(/C=C/C(=O)c2ccc(OCC)cc2)c2ccccc21 (stereo not drawn)	?	-17%
COc1ccc(NC(=O)c2oc3ccccc3c2NC(=O)c2cc(=O)c3c(C)cc(C)cc3o2)cc1	1%	-12%[57.5 µM]
Cc1c(OCC(=O)OC(C)C)ccc2c(-c3ccccc3)cc(=O)oc12	-8%	0%
CC(C)(C)CC(C)(C)NCc1ccc2c(c1)OCO2	-8%	4%
CCCCN(CCCNC(=O)c1c(C)oc2nc[nH]c(=O)c12)Cc1ccccc1	?	?
Cc1oc(-c2ccc(Cl)cc2)nc1CN1CCCC(C(=O)NCc2ccccc2)C1 (stereo not drawn)	-13%	89µM*
Cc1cccc(-n2ncc3c(N4CCN(c5ccccc5)CC4)ncnc32)c1	1%	21%
CC1CCc2nc3ncn(Cc4cccc(F)c4)c(=O)c3cc2C1 (stereo not drawn)	?	6%
O=C(CN(C1CCCCC1)S(=O)(=O)c1ccc(Br)cc1)N1CCCCCC1	-23%	-2%
COc1ccccc1-c1nnc(C2CCN(C(=O)c3ccccc3C)CC2)o1	?	35%[activator]
O=C(Nc1nnc(SCc2cc(=O)n3cc(Cl)ccc3n2)s1)c1cccc(F)c1	19%	5%
CCOc1ccc(C(=O)NCC(c2ccc(Cl)cc2)N2CCCCC2)cc1 (stereo not drawn)	?	-12%
COc1ccccc1-c1nc2c(c(SCC(=O)Nc3c(C)cc(C)cc3C)n1)Cc1c(CO)cnc(C)c1O2	0%	1%
O=C(CSc1nc(-c2ccco2)nc2ccccc12)N1CCCCCCC1	-25%	-1%
COc1ccc(CNC(=O)C2CCN(S(=O)(=O)c3ccc4c(c3)CCCN4C(C)=O)CC2)cc1	17%	10%
COc1ccc(C(=O)N2CCN(c3nc4cccnc4o3)CC2)cc1C#N	1%	9%
N#Cc1nc(COc2ccc(F)cc2)oc1N1CCCC1	-12%	2%
COc1ccc(C(=O)NC(=S)NCCO)cc1I	0%	-1%
CCC1CN(C(=O)N2CCC(C(=O)NCc3ccccc3F)CC2)c2ccccc2O1 (stereo not drawn)	2%	2%[57.5 µM]
N#Cc1ccccc1NC(=O)C1CCCC1	-1%	9%
O=c1cc(CN2CCN(C/C=C/c3ccccc3)CC2)c2cc(O)c(-c3ccccc3)cc2o1	1%	-17%
COc1ccc(-n2ccnc2SCC(=O)Nc2nnc(C)s2)cc1	15%	-6%
O=C(Nc1c(C(=O)NC2CCCCC2)cnn1-c1ccccc1)c1ccccc1	-4%	1%
COc1ccc(CCC(=O)NC2CC(=O)N(c3ccc(F)cc3)C2)cc1 (stereo not drawn)	10%	-2%
Cc1cc(C)cc(-n2nnc(-c3nc(-c4ccc5c(c4)OCO5)no3)c2C)c1	3%	-6%
O=C(Nc1cccc(O)c1)c1cc(-c2ccco2)nc2ccccc12	3%	-4%
CC(=O)Nc1ccc(N2C(=O)C(=O)/C(=C(/O)c3ccc(C)cc3)C2c2ccccc2)cc1 (stereo not drawn)	4%	7%
O=C(CSc1nccn1Cc1ccco1)Nc1ccc(F)cc1	3%	7%
COc1ccccc1N1CCN(c2ncnc3onc(C)c23)CC1	-4%	3%
CCCOc1ccc(C(=O)Nc2cc(-c3nc4cc(C)cc(C)c4o3)ccc2C)cc1	-5%[57.5 µM]	-4%[57.5 µM]
Cc1ccc2c(CC(=O)N(Cc3cccs3)C3CC3)coc2c1C	-7%	-3%
COc1ccccc1CNC(=O)c1cc2cc3ccc(Cl)cc3nc2o1	5%	-9%
O=C(Cn1ncc2c3ccccc3n(Cc3ccc(Cl)cc3)c2c1=O)NCCCc1ccccc1	-6%	4%
CCN(CC)C(=O)CN(C)C(=O)CCc1ccccc1	1%	2%
CN(Cc1ccc(-c2ccc(Cl)cc2)o1)C(=O)CNC(=O)c1ccccc1F	-13%	-8%
O=C(Nc1ccc(-n2cncn2)nc1)C1CCCCC1	-1%	1%

Some of these compounds in order of SMILES length, rising:
SMILES	AID inhibitor	UDG counterscr
COc1ccc(C(=O)NC(=S)NCCO)cc1I	0%	-1%
O=C(O)c1ccc(NCc2ccc(Cl)cc2)cc1	6%	1%
CC(C)C(=O)NC(C)c1ccc2c(c1)CCCC2 (stereo not drawn)	-6%	-6%
CCN(CC)C(=O)CN(C)C(=O)CCc1ccccc1	1%	2%
Cc1nc(N2CCCC2)ncc1C(=O)Nc1ccc(F)cc1F	-15%	0%
CCc1ccccc1NC(=O)c1nnn(-c2ccc(F)cc2)c1C	7%	28%
Cc1ccc2c(CC(=O)N(Cc3cccs3)C3CC3)coc2c1C	-7%	-3%
O=C(CSc1nc(-c2ccco2)nc2ccccc12)N1CCCCCCC1	-25%	-1%
CC(C)n1ncc2c(C(=O)Nc3ccccc3F)c3c(nc21)CCC3	3%	2%
Cc1c(OCC(=O)OC(C)C)ccc2c(-c3ccccc3)cc(=O)oc12	-8%	0%
CC(C)CNC(=O)C1=CC(c2ccc3c(c2)OCO3)=NS(=O)(=O)N1C	-12%	-8%
Cn1c(SCc2ccc(C(F)(F)F)cc2)nc2c([nH]c3ccccc32)c1=O	-17%	-2%[57.5 µM]
CCOc1ccccc1NC(=O)c1nc(-c2ccc(OC)cc2)n(-c2ccccc2)n1	-16%	-12%
N#Cc1ccc(-c2ccc(OCC(=O)NC34CC5CC(CC(C5)C3)C4)cc2)cc1	-7%	10%
CC(C)c1ccc(OCC(=O)N(Cc2ccc(N(C)C)cc2)C2CCS(=O)(=O)C2)cc1 (stereo not drawn)	?	-20%
COc1ccc(-c2cn3c(n2)sc2cc(C(=O)Nc4cc(OC)cc(OC)c4)ccc23)cc1	4%	-7%[57.5 µM]
COc1cc(Cl)c(NC(=O)CN(C)S(=O)(=O)c2ccc3c(c2)CCCC(=O)N3)c(OC)c1	8%	5%
COc1ccccc1-c1nc2c(c(SCC(=O)Nc3c(C)cc(C)cc3C)n1)Cc1c(CO)cnc(C)c1O2	0%	1%
